Screens from PubChem BioAssay.
KCNQ2 inh = KCNQ2 potassium channel inhibitors, primary screen, cell-based, CHO-K1, FluxOR thallium flux, B-score (AID 2156); B-score at 10 µM; 310,000 tested, 1.1% active; O88943; 20 min; stronger effect = lower value;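 active = fluorescence ratio B-score at most minus 3 library SDs, with starting brightness B-score within 2 library SDs, cut at about -5.5 in these data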
Target sequence (O88943 whole entry, looked up): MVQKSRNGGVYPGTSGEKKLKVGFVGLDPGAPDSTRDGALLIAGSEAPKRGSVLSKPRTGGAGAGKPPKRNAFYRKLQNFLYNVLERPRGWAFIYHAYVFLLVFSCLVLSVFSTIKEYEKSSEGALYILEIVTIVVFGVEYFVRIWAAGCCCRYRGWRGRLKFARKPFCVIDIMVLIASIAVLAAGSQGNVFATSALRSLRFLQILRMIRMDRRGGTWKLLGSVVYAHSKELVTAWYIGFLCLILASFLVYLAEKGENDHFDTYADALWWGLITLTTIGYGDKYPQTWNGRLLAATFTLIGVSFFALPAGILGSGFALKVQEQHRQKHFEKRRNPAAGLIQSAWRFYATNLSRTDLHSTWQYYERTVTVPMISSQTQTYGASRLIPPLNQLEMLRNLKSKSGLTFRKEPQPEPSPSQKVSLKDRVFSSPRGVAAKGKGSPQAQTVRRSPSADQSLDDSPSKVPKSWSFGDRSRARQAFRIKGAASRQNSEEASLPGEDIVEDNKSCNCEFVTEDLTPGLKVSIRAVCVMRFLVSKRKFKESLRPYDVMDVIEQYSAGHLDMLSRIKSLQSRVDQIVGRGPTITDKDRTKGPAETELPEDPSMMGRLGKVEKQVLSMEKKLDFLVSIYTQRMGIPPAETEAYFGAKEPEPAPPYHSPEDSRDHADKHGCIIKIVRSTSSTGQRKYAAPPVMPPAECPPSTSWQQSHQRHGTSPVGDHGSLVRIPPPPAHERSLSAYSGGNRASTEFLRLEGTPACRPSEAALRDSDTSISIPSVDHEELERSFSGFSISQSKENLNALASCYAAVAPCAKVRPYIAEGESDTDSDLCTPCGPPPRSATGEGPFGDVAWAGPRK
Kir21 inh = blocks the mouse Kir2.1 inward-rectifier potassium channel; HEK293-Kir2.1, FluxOR thallium flux fluorescence; stronger effect = lower value; B-score at 10 µM; 310,000 tested, 0.85% active;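 active = fluorescence ratio B-score at or below minus 3 SD of library scores, with starting-brightness B-score within 2 SD, cut at about -4.2 in these data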;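 also: channel flux triggered by added potassium and thallium sulfate stimulus; B-score of peak minus minimum fluorescence over baseline after thallium stimulus; more negative B-score means stronger Kir2.1 block with less thallium influx; some compounds called inactive have numbers as strong as hits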
CHT block = inhibitors of human choline transporter CHT | 310,000 tested, 0.86% active | AID 488975 | Q9GZV3 | CHT-expressing cells, membrane potential dye, choline response; stronger effect = lower value | B-score at 10 µM;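 active = B-score over 3 SD under the library average, and starting fluorescence ratio not unusually high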;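 also: choline stimulus applied at its EC90 after an EC20 pre-addition; B-score computed on integrated fluorescence ratio after choline addition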
Active calls of the source: *; i = inactive; & = joins results of further samples.

SMILES	KCNQ2 inh	Kir21 inh	CHT block
NC(=O)c1nsc(C(=O)N(c2ccccc2)C(C(=O)NC2CCCC2)c2ccc3ncccc3c2)c1N (stereo not given)	i	1.3	i
CCn1cc(CNC(=O)c2ccc3nc(Cc4ccc(OC)cc4)oc3c2)cn1	i	0.03	i
Cc1ccc(NC(=O)CCC(C(=O)O)N2C(=O)c3ccccc3C2=O)cc1 (stereo not given)	i	-0.29	i
COc1cccc(Oc2cncnc2-c2ccc(OC)cc2O)c1	i	0.38	i
Cc1ccccc1-n1c(SCc2ccccn2)nc2n[nH]c(C)c2c1=N	i	-2.4	i
Cc1cc(=O)oc2cc(OCC(=O)OCC(=O)Nc3ccccc3C(C)C)ccc12	i	-0.35	i
Cc1c(NC(=O)C(C)OC(=O)COc2ccccc2)c(=O)n(-c2ccccc2)n1C (stereo not given)	i	1	i
O=C(NC1CCCCC1)C(c1ccc(F)cc1)N(Cc1ccco1)C(=O)Cn1nnc2ccccc21 (stereo not given)	i	-0.71	i
Cc1ccc(SCCc2ccc(C)nc2)cc1	i	-0.81	i
COCCC1CCCCN1C(=O)c1ccc(OC2CCN(C(C)=O)CC2)c(OC)c1 (stereo not given)	i	-0.22	i
CCOc1ccc(NC(=O)CCNc2c(N3CCCC3)c(=O)c2=O)cc1	i	-0.68	i
O=C(Nn1c(-c2ccncc2)nc2ccccc2c1=O)c1ccc([N+](=O)[O-])cc1Cl	i	-1.4	i
CCN(CC)S(=O)(=O)c1cccc(C(=O)NCC(=O)OCC(=O)NCc2ccccc2)c1	i	0.1	i
Cc1cc(C(=O)NCc2nc(-c3ccccc3)no2)ccc1[N+](=O)[O-]	i	0.01	i
CCOC1(OCC)N=C(N)C2(C#N)C(c3cccc(OC)c3OC)C12C#N (stereo not given)	i	-0.89	i
COc1ccc(NC(=O)CSc2ccc(-c3sc(C)nc3C)nn2)cc1	i	-1.5	i
Cc1ccc(-n2c(C)nnc2SCC(=O)NNC(=O)c2ccco2)cc1	i	1.6	i
C=CCC1(O)C(=O)N2C(=C1C(=O)N1CCOCC1)c1ccccc1CC2(C)C (stereo not given)	i	0.06	i
Cc1ccc(SC2=C(C(=O)O)CCCC2)cc1	i	-0.29	i
CCOc1ccc2[nH]c(=O)c(CN(Cc3ccccc3)C(=O)N3CCCC3)cc2c1	i	0.91	i
CC(C)=CCN1CCN(Cc2c(C)nn(C)c2Cl)CC1CCO (stereo not given)	i	2	i
C=CCn1c(CCNC(=O)c2ccccc2F)nnc1SCC(=O)Nc1nc2ccccc2s1	i	1.8	i
CN(C)c1cc[n+](CC(=O)Nc2ccc([N+](=O)[O-])cc2Cl)cc1	i	1.3	i
O=C(N/N=C/c1ccncc1)c1cccc(N/N=C/c2ccncc2)c1	i	-0.03	i
COc1ccccc1NC(=O)C1=C(C)Nc2ncnn2C1c1ccc(C)o1 (stereo not given)	i	-1.1	i
CN(C)CCn1nnc2c(=O)oc3ccccc3c21	i	2.7	i
Cc1[nH]c2ccccc2c1/C=N/NC(=O)c1cc(-c2cccs2)[nH]n1	i	1.2	i
CC(=O)N=c1sc2c3ccccc3ccc2n1C	i	2	i
Cc1cccc(OCC(=O)Nc2nonc2NC(=O)COc2cccc(C)c2)c1	i	-0.33	i
COc1cccc(NC(=O)CN(C)C(=O)c2cc3c(s2)CCC(C)C3)c1 (stereo not given)	i	-0.17	i
Cc1c(C)n(C(=O)CSc2nncn2C)c2ccccc12	i	3.3	i
O=C1CCCN2N=C(SCC(=O)Nc3cccc(F)c3)SC2=N1	i	-0.08	i
CCNC(=O)C(=O)c1c(-c2ccccc2)[nH]c2ccccc12	i	-0.23	i
CCN(CC(=O)Nc1ccc2c(c1)OCCO2)CC(=O)Nc1cc(C)on1	i	-1.6	i
Cc1nc2c(C)cccc2cc1C(=O)N/N=C/c1ccc(C(=O)O)cc1	i	-0.84	i
CCc1nc2ccc(C(=O)N3CCN(CC)CC3)cc2nc1CC	i	-0.23	i
CCOc1ccccc1N1CCN(C(=O)CCCN2C(=O)c3cccc4cccc(c34)C2=O)CC1	i	0.31	i
COc1ccc(CNC(=O)/C=C/c2ccc(S(=O)(=O)N3CCOCC3)cc2)cc1	i	-1.2	i
CN1CCN(CC(=O)N2CCn3c4c(c5cc(C6CCCCC6)ccc53)CCCC42)CC1 (stereo not given)	-13*	-2.3	i
COCc1cc(=O)[nH]c(SCCS(=O)(=O)c2ccc(Cl)cc2Cl)n1	i	-0.53	i
Clc1ccc(OCCCCCN2CCCC2)c(Br)c1	i	-2.8	i
O=C(N/N=C\c1ccc(OC(=O)c2cccs2)cc1)c1ccc(Cl)cc1	i	0.23	i
COc1cccc(NC(=O)NC(=O)c2c(C)cc(Cl)nc2Cl)c1	i	0.05	i
Cc1nc2ccccc2nc1OCc1ccc([N+](=O)[O-])cc1	i	-0.07	i
O=C(COC(=O)c1cc(Cl)cc(Cl)c1)NCCN1C(=O)CSC1=O	i	0.38	i
CC(=O)n1nc(-c2ccccc2)nc1NCc1cccs1	i	-0.2	i
CSCCC(NC(=O)c1ccc([N+](=O)[O-])cc1Cl)C(=O)OCC(=O)N(C)C (stereo not given)	i	-1.9	i
CC(C)(C)C(=O)C(Cl)C(=O)Nc1ccccc1 (stereo not given)	i	-2.2	i
CCOC(=O)Cc1csc(NC(=O)CSc2nc(=O)[nH]c3c2CCCC3)n1	i	0.26	i
COc1ccc(-n2c(COc3ccc4ccccc4c3)nnc2SCC(=O)NCc2ccco2)cc1	i	-0.16	i
CCCC(=O)n1nc(-c2ccccc2)nc1N	i	2.3	i
CCOc1ccccc1NC(=O)C1CCN(c2ccc(S(=O)(=O)N3CCCC3)cc2)CC1	i	1.2	i
FC(F)(F)c1cccc(Oc2cc(C(F)(F)F)nc(-c3ccccn3)n2)c1	i	1.1	i
Cc1ccc(C(=O)COC(=O)c2cnccn2)cc1[N+](=O)[O-]	i	-0.82	i
COc1cc(/C=C2/SC(=S)N(CC(=O)Nc3cccnc3)C2=O)cc(OC)c1OC	i	0.08	i
COc1ccc(NC(=S)N2CCCC(c3nc4ccc(C)cc4[nH]3)C2)cc1 (stereo not given)	i	-0.41	i
O=C(Cc1csc(-c2ccccc2)n1)Nc1ccc(C(F)(F)F)cc1	i	-0.45	i
Cc1c(CC(=O)N2CCN(C(=O)C3COc4ccccc4O3)CC2)c(=O)oc2cc(O)c(Cl)cc12 (stereo not given)	i	0.93	i
CCOc1cc(C(=S)N2CCOCC2)ccc1OC(=O)c1ccccc1	i	-2.9	i
COc1ccc(CCCC(=O)NC2CCCCC2)cc1	i	-0.17	i
Continued.
SMILES	KCNQ2 inh	Kir21 inh	CHT block
O=C(Nc1nncs1)C1COc2ccccc2O1 (stereo not given)	i	0.49	i
Cc1nc2ccccc2c(=O)n1NC(=O)/C=C/c1ccccc1Cl	i	0.82	i
CCN(CC)CCN(C(=O)c1ccc(S(=O)(=O)N2CCCCC2)cc1)c1nc2cc3c(cc2s1)OCO3	i	-0.36	i
COc1cc2ccccc2cc1C(=O)N1CCCC1	i	0.03	i
COc1ccccc1CNC(=O)CCC(=O)N1CC(C)Sc2ccccc21 (stereo not given)	-6.3*	-2.3	i
Cc1c(C(=O)NC2CCCCC2)oc2ccccc12	i	2.3	i
O=C(O)C1CC(=O)N(Cc2ccccc2)C1 (stereo not given)	i	0	i
CCOc1ccc(N2C(=O)C3C4C=CC(CC4)C3C2=O)c([N+](=O)[O-])c1 (stereo not given)	i	0.42	i
CCSc1nnc(Cc2cc(=O)[nH]c(=O)[nH]2)n1-c1ccc(F)cc1	i	-0.68	i
CCN1CCCC1CN(Cc1cc2ccc(C)c(C)c2[nH]c1=O)C(=O)Nc1ccccc1OC (stereo not given)	i	-0.02	i
Cc1ccccc1NC(=O)Cc1nnc(SCC(=O)NC2CCCC2)n1C	i	-0.26	i
O=C(Nc1ccccc1)OCCCCCOC(=O)Nc1ccccc1	i	0.91	i
Nc1cc(N)nc(SCC(=O)Nc2ccc3c(c2)OCCCO3)n1	i	1.8	i
COc1ccc(NC2CCCN(C(=O)CCOc3ccccc3)C2)cc1 (stereo not given)	i	-0.47	i
CN(C(=O)c1ccncc1)C1CCS(=O)(=O)C1 (stereo not given)	i	0.97	i
COc1ccc(C(=O)Oc2ccc3ccc(=O)oc3c2)cc1	i	1.1	i
Cc1ccc(N(CC(O)Cn2c3ccccc3c3ccccc32)S(C)(=O)=O)cc1 (stereo not given)	i	-2.7	i
O=C(O)c1cccc(N2C(=O)c3cccc(Oc4ccc(Cl)cc4)c3C2=O)c1	i	-1.2	i
O=C(OCCN1CCOCC1)c1cccnc1	i	-0.32&-0.94	i
O=C1c2oc3ccccc3c(=O)c2C(c2cccc(Br)c2)N1Cc1ccco1 (stereo not given)	i	1	i
COc1ccccc1NC(=O)C(=O)N1N=C(C(C)C)CC1(O)C(F)(F)F (stereo not given)	i	1	i
C(=N\Nc1nc(N2CCCC2)nc(N2CCCC2)n1)/c1ccncc1	i	-0.47	i
CCOC(=O)N1CCN(CC(O)COc2ccc3c(c2)CCC3)CC1 (stereo not given)	i	0.7	i
CCCCN1C(=O)c2cccc3cc(O)cc(c23)C1=O	i	0.09	i
CN(CC(=O)Nc1cccc(F)c1)C(=O)CC1CCCCC1	i	-0.69	i
O=C(Nc1cccs1)Nc1ccccc1Br	i	0.71	i
COc1ccc(C(=O)Nc2ccc(C(=O)O)cc2NC(=O)c2ccc(OC)cc2)cc1	i	-0.61	i
CCn1nnnc1SCC(=O)NNC(=O)C1CCCCC1	i	3.1	i
O=C(CN1CCOCC1)NC1C2CC3CC(C2)CC1C3 (stereo not given)	i	0.8	i
CCc1nnc(NC(=O)c2ccc(-c3ccc([N+](=O)[O-])cc3Cl)o2)s1	i	0.62	i
COCCn1c(SCC(=O)NCCc2ccccc2)nnc1-c1ccco1	i	0.02	i
N=c1c2c(-c3ccccc3)c(-c3ccccc3)n(Cc3ccco3)c2ncn1Cc1ccco1	-6.9*	-9.8*	i
Fc1ccc(-c2nc3c(-c4ccccc4)cnn3cc2CCN2CCOCC2)cc1	i	2.1	-10*
Cc1ccc(NC(=O)c2ccc(CSc3ncnc4nc[nH]c34)cc2)c(C)c1	i	0.37	i
CN(CCc1cnn(C)c1)Cc1cn(C)nc1-c1ccccc1F	i	1.2	i
CC(=O)N(c1ccccc1)C1SC(=O)N(c2ccccc2)C1=O (stereo not given)	i	2.7	i
COc1c(C)cc(C(=O)C2CCCN(C(=O)c3ccc4[nH]ccc4c3)C2)cc1C (stereo not given)	i	0.69	i
Cc1ccc(COc2ccc(S(=O)(=O)N3CCCC3)cc2C(N)=O)cc1	i	1.6	i
Cc1ccc(C(O)CN2C3=NCCN3c3ccccc32)cc1 (stereo not given)	i	1.8	i
CCOC(=O)C1=C(C)NC2=C(C(=O)CCC2)C1c1coc2ccccc2c1=O (stereo not given)	i	0.06	i
O=C(CCCSc1nc2ccccc2[nH]1)N1CCN(c2ccccc2)CC1	i	-0.09	-5*
O=[N+]([O-])c1ccc(NC(=S)NCCc2ccc(F)cc2)cc1	i	-5.2*	i
CCCNC(=O)NC(C)C12CC3CC(CC(C3)C1)C2 (stereo not given)	i	0.06	i
FC(F)(F)c1nc2ncc(Cl)cc2[nH]1	i	0.21	i
O=C(Nc1cc2c3c(c1)CC(=O)N3CCC2)c1c(F)cccc1F	i	-1.1	i
Cc1ccc(SCc2nnc(NC(=O)c3ccccc3)s2)cc1	i	0.85	i
CCC1CCCCN1CCCNC(=O)CCCOc1cc(=O)n(C)c2ccccc12 (stereo not given)	i	0.37	i
Cc1cnc([N+](=O)[O-])n1CCOC(=O)NC(=O)c1cccc(F)c1	i	0.15	i
CC(=O)c1ccc(-c2ccc(C(=O)NC3CCCCCC3)o2)cc1	i	0.02	i
Cc1ccc(C(=O)NNC(=S)NC(=O)c2ccco2)cc1	i	0.59	i
Cn1c(NCc2ccccc2)nc2c1c(=O)n(Cc1ccc(Br)cc1)c(=O)n2C	i	-2	i
COc1ccc(C)cc1Nc1nc(C)nc2sc(C)cc12	i	2.3	i
COc1ccc(OC)c(Nc2nc3ccccc3n3cnnc23)c1	i	0.11	i
